Source: PubChem BioAssay
TrxR1 substrate: qHTS Assay for Substrates of Mammalian Selenoprotein Thioredoxin Reductase 1 (TrxR1): qHTS; Thioredoxin reductase 1, cytoplasmic (Rattus norvegicus), O89049; purified TrxR1 substrate turnover, NADPH consumption readout; Potency, µM (highest dose often 114 µM), for inactives: top-dose activity change, negative = substrate turnover; hit rate 0.01% among 390,000; AID 588456, 2011; further: potency means the concentration at half of the fitted maximal effect; on the % scale 0 is the no-effect control and ±100 the full control effect; nearly all actives have a fitted effect of over 50% in size
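Rat TrxR1, dispensed at 90 nM, was prereduced with 400 uM NADPH (final) for 5 min at ~22 deg C, then incubated with compound 15 min before 400 uM selenite. A first-read NADPH fluorescence drop versus no-compound background flagged substrates.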
GLS inh: qHTS for Inhibitors of Glutaminase (GLS); Potency, µM (highest dose often 45.5 µM), inactives show at the top dose activity change, negative = inhibition, hits mostly inhibitors; Glutaminase kidney isoform, mitochondrial (Homo sapiens), O94925; GLS enzymatic activity, qHTS titration; hit rate 0.21% among 410,000; further: potency means the concentration at half of the fitted maximal effect; on the % scale 0 is the no-effect control and ±100 the full control effect
Target sequence (O94925 whole entry, looked up, canonical isoform): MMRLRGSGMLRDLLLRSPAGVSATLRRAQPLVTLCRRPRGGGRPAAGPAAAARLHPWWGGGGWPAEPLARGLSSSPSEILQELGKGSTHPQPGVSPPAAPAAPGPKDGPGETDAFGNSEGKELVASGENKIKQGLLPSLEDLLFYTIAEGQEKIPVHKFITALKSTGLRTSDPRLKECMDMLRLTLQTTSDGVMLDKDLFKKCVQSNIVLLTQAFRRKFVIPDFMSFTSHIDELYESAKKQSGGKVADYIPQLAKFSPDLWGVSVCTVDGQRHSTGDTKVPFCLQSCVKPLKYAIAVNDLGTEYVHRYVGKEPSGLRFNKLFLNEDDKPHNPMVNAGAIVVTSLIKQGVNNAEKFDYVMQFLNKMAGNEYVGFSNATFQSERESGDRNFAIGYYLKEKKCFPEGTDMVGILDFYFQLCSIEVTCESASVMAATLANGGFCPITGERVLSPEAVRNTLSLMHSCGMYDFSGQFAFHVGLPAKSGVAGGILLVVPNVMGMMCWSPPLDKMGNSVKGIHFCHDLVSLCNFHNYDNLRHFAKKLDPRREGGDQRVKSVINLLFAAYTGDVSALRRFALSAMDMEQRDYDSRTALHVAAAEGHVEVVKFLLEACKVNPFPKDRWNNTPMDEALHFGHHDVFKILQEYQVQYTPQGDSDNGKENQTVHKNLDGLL
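Coupled fluorescence readout: glutamate oxidase/HRP/Amplex Red detect glutamate formed by hKGA from L-glutamine (1 mM solution added). Buffer 45 mM KH2PO4 pH 8.2, 0.02% Tween-20; reads at t0 and 30 min RT.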
HP1b chromo inh: HTS for Inhibitors of HP1-beta Chromodomain Interactions with Methylated Histone Tails; Chromobox protein homolog 1 (Homo sapiens), P83916; AlphaScreen HP1-beta / biotin-H3K9me3 peptide binding; Potency, µM (titrated, usually from 114 µM), for the others: at the top dose activity change, negative = inhibition, most hits filed as inhibitors; hit rate 0.56% among 390,000; AID 540317, 2011; further: potency means the concentration at half of the fitted maximal effect; nearly all actives have a fitted effect of over 70% in size; inactives centre near 23
Target sequence (P83916 whole entry, looked up): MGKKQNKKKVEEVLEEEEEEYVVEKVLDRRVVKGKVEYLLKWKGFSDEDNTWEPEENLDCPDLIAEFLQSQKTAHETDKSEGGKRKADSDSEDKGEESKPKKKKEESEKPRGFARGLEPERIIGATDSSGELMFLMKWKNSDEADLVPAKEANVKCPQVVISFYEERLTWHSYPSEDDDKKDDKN
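HP1-beta protein (50 nM final) preincubated 30 min at room temperature with biotinylated H3(1-18)K9me3 peptide (50 nM) in PBS pH 7.4, 0.01% Tween-20, then compound added for 30 min. AlphaScreen streptavidin donor/nickel chelate acceptor beads (10 ug/mL final), 30 min dark, luminescence read.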
PI4K2A block: qHTS for small molecular inhibitors of PI4K2A | activity change, negative = inhibition, % at 76.9 µM | AID 1346378, 2018 | hit rate 0.13% among 420,000 | purified PI4K2A, ADP-Glo luminescence, 1 h; stronger effect = lower value; in the data active means activity change below about -50%; inconclusive means mostly about -30% to -49%;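 further: -100% = wells without enzyme as full effect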
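ADP-Glo luminescence measured ADP generated by PI4K2A enzyme (4 ug/mL before mixing) with 1.2 mM PI substrate (pre-mix) and 300 microM ATP (pre-mix). Tris pH7.5 buffer with MgCl2, Triton X-100; 1 h reaction at ambient temperature.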
Pin1 inhibitor: qHTS Assay to Find Inhibitors of Pin1. Potency, µM (highest dose often 115 µM), for inactives: at the highest dose activity, negative = inhibition, actives largely listed as inhibitors. hit rate 0.009% among 390,000. Pin1 FP peptide displacement, HiFluor488, 10 min. Peptidyl-prolyl cis-trans isomerase NIMA-interacting 1 (Homo sapiens), Q13526; active means well fitted inhibition curve with a large enough effect in the polarisation, with a control signal flat, not every such curve was filed as active; inconclusive means small, poorly fitted or top-dose-only effect, or effect the other way, or a change in a side signal; inactive means no such curve, though single readings can be large or run the other way; the % refers to the polarisation; further: potency means the concentration at half of the fitted maximal effect; on the % scale 0 is the no-effect control and ±100 the full control effect
Target sequence (Q13526 whole entry, looked up): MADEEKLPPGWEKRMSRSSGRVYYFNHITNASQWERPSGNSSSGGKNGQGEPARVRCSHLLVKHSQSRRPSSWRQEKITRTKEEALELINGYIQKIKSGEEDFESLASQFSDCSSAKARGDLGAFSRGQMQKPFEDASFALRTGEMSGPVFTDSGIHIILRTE
USP1 inh: Inhibitors of USP1/UAF1: Primary Screen | recombinant USP1/UAF1, Ub-Rhodamine cleavage fluorescence | Potency, µM (highest dose often 57.1 µM), for the others: at the highest dose activity change, negative = inhibition, actives largely listed as inhibitors | hit rate 0.23% among 390,000 | AID 743255, 2014; further: potency means the concentration at half of the fitted maximal effect; on the % scale 0 is the no-effect control and ±100 the full control effect; nearly all actives have a fitted effect of over 60% in size; inactives centre near -12
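USP1/UAF1 complex at 1 nM was preincubated with compound for 15 min at room temperature, then Ub-Rho substrate (150nM final) was added. Fluorescence (480/540 nm) was read kinetically, 6 reads every 60 seconds.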
mIDH1 inhibitor: qHTS for Inhibitors of mutant isocitrate dehydrogenase 1 (IDH1): qHTS. Isocitrate dehydrogenase [NADP] cytoplasmic (Homo sapiens), O75874. hit rate 0.093% among 390,000. AID 602179, 2012. Potency, µM (top dose mostly 76.6 µM), for the others: at the top dose activity change, negative = inhibition, usual class: inhibitors. IDH1-R132H enzyme, NADPH consumption, diaphorase/resazurin fluorescence; further: potency means the concentration at half of the fitted maximal effect; on the % scale 0 is the no-effect control and ±100 the full control effect; nearly all actives have a fitted effect of over 65% in size
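IDH1-R132H (0.5 ug/mL) preincubated 30 min with compound, then NADPH (0.016 mM) and alpha-KG (2 mM) added; 80 min at RT, pH 7.5. Remaining NADPH coupled via diaphorase/resazurin to fluorescence (540/590 nm); concentration-response curves normalized to no-enzyme control.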
TrxR1 inh: qHTS Assay for Inhibitors of Mammalian Selenoprotein Thioredoxin Reductase 1 (TrxR1): qHTS | Potency, µM (highest dose often 114 µM), without a hit: at the highest dose activity change, negative = inhibition, usual class: inhibitors | Thioredoxin reductase 1, cytoplasmic (Rattus norvegicus), O89049 | AID 588453, 2011 | hit rate 1% among 390,000 | recombinant rTrxR1, NADPH fluorescence consumption, selenite substrate; further: potency means the concentration at half of the fitted maximal effect; on the % scale 0 is the no-effect control and ±100 the full control effect; nearly all actives have a fitted effect of over 65% in size
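Rat TrxR1 (90 nM in the dispensed reagent) was pre-reduced with 400 uM NADPH for 5 min at room temperature, then incubated with compound for 15 min. After 400 uM selenite was added, NADPH fluorescence (Ex 340/Em 450 nm) was followed for 8 min.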
Tb PGK inh: qHTS Assay to Find Inhibitors of Phosphoglycerate Kinase; hit rate 0.043% among 380,000; Phosphoglycerate kinase, glycosomal (Trypanosoma brucei brucei), P07378; PGK/GAPDH coupled, Kinase-Glo luminescence, 60 min; AID 602233, 2012; Potency, µM (highest dose often 57.5 µM), inactives show at the top dose activity change, negative = inhibition, usual class: inhibitors; further: potency means the concentration at half of the fitted maximal effect; on the % scale 0 is the no-effect control and ±100 the full control effect; nearly all actives have a fitted effect of over 60% in size
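Luminescent ATP detection (Kinase-Glo Plus) follows a 60-minute room-temperature incubation, with wells lacking PGK as controls. Buffer: 100 mM TEA (pH 7.6), 5 mM MgCl2, 0.01% Tween-20. Coupling enzyme GAPDH (100 nM final) supplies unstable 1,3-BPG in-well.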
The depositor's hits bear a star; i = inactive; ? = inconclusive; / = no result given; & = joins results of further samples; [ ] = remark or other dose. Unless noted, the call rests on the fitted dose curve; in most records, active means well fitted curve in the direction sought with a large enough effect; inconclusive means small, poorly fitted or top-dose-only effect, or another doubt; inactive means no such curve, though single readings can be large; an effect the other way counts as inactive or inconclusive.

SMILES	TrxR1 substrate	GLS inh	HP1b chromo inh	PI4K2A block	Pin1 inhibitor	USP1 inh	mIDH1 inhibitor	TrxR1 inh	Tb PGK inh
CCCCC(O)(CCCC)C(=O)NN(C(=O)OCC)c1ccccc1	-5%	-9%	48%	2	5%	-19%	3%	-6%	-11%
O=S(=O)(NC1CCCCC1)c1cccc2nsnc12	-3%	4%	-5%	1	4%	-8%	-13%	1%	7%
Nc1ccc(C(=O)NCC(=O)O)cc1	-4%	6%	31%	6&0	-3%	12%	7%	9%	0%
Nc1c(C(=O)Nc2ccccc2)c2nc3ccccc3nc2n1CCCN1CCOCC1	7%[57.1 µM]	-4%	50%[activator]	-2	-8%	-8%	-2%	7%[57.1 µM]	0%
NC(=O)C1CCN(c2ncnc3c(-c4ccccc4)nsc23)CC1	5%	10%	36%	3	6%	-22%	3%	10%	-7%
CCC(C)(C)NC(=O)Cc1ccc(OC)c(OC)c1	1%	/	39%	2	1%	-10%	5%	3%	0%
O=C(CSc1nc2ccccc2[nH]1)N1CCN(c2ccccc2)CC1	-3%[57.1 µM]	26%	17%	9	1%	-19%	2%	0%[57.1 µM]	-10%
O=c1nc(Nc2ccc(Br)cc2)sc2ccc([N+](=O)[O-])cc12	-4%	3%	-5%	-6	?	-23%	0%	17%	-10%
O=C(Nc1nnc(Cc2ccc([N+](=O)[O-])cc2)s1)Nc1ccccc1F	-7%	-10%	34%	5	5%	-9%	0%	-7%	-4%
CCc1ccc(NC(=O)Cn2nc(C(F)(F)F)c3c2CCCC3)cc1	1%	2%	45%[activator]	0	-1%	-29%	-5%	18%	-8%
CS(=O)(=O)c1ccc2nc(NC(=O)C3CCCO3)sc2c1 (centres undefined)	-9%	1%	-5%	3	-7%	-5%	17%	21%[57.1 µM]	i
C/C(=N\NS(=O)(=O)c1ccc(Br)cc1)c1ccc(-n2ccnc2)cc1	3%	7%	45%[activator]	-4	10%	-20%	-14%	19%	-4%
CCOc1ccccc1C(=O)NCC(=O)NCCCSc1ccccc1	-1%	-1%	25%	-3	1%	-13%	-9%	6%	-7%
Cc1ccc(C)c(N2CCN(c3ccc4cc(S(=O)(=O)N5CCCCC5)ccc4n3)CC2)c1	72%[activator]	7%	35%	-7	4%	-12%	-8%	85%[activator]	3%
COc1cccc(N2CCN(C(=O)c3cc4ccc(OC)cc4[nH]3)CC2)c1	6%	8%	27%	-1	10%	?	3%	-3%	-10%
O=C(/C(=C/O)N=Nc1ccc(Cl)cc1)c1ccncc1	-14%	23%	-50%	3	5%	-13%	-5%	13%[57.1 µM]	-7%
O=C(Nc1ccccc1F)c1ccc(C(=O)c2ccccc2)cc1	-7%	-16%	32%	-5	-2%	-24%	3%	-3%	-2%
O=C(NC(=S)Nc1ccc(CN2CCOCC2)cc1)c1ccc([N+](=O)[O-])cc1	-3%	16%	3%	0	-3%	-21%	-8%	?	-7%
Cc1cc(C)cc(N(CC(=O)NCC2CCCO2)C(=O)CCC(=O)Nc2cc(C)on2)c1 (centres undefined)	10%[57.1 µM]	4%	65%[activator]	3	-11%	0%	10%	4%[57.1 µM]	-1%
COc1cc(NC(=O)NCc2ccncc2)cc(OC)c1OC	6%	-2%	12%	0	4%	-7%	12%	9%	2%
COc1ccc(NC(=O)c2ccco2)c2ccccc12	-1%	4%	27%	2	-2%	-19%	19%	-10%	-8%
COc1ccc(-c2cc(C(=O)Nc3ccc(S(=O)(=O)Nc4onc(C)c4C)cc3)c3ccccc3n2)cc1OC	-2%	11%	13%[57 µM]	-2	-1%	-12%	?	-9%	-5%
CCOC(=O)C1CCCN(S(=O)(=O)c2cc3c4c(c2)CCN4C(=O)CC3)C1 (centres undefined)	-4%	3%	12%	-1	0%	4%	9%	-13%	-12%
Cc1cccc(NC(=O)C(C)SCc2ccccc2)c1 (centres undefined)	2%	-1%	67%[activator]	3	3%	-22%	1%	17%	5%
COc1ccc(Nc2nnc(SC(C)C(=O)NC3CC3)s2)cc1 (centres undefined)	-7%	15%	23%	-7	-1%	?	0%	5%	1%

(more compounds)
SMILES	TrxR1 substrate	GLS inh	HP1b chromo inh	PI4K2A block	Pin1 inhibitor	USP1 inh	mIDH1 inhibitor	TrxR1 inh	Tb PGK inh
CC(C)OC(=O)c1cc(Cl)c(=O)n(Cc2ccc(Cl)cc2Cl)c1	-12%	0%	90%[activator]	-2	?	-25%	-1%	-6%	-3%
COc1ccc(-c2c(C)n([O-])c3c([n+]2=O)CCCCC3)cc1	8%	6%	34%	-4	3%	-21%	-3%	-2%	-2%
COc1ccc(CCNC(=O)CCS(=O)(=O)c2ccc(Br)cc2)cc1OC	4%	-4%	26%	-2	5%	-1%	-5%	2%	-8%
COc1ccc(-c2cc(C(F)(F)F)nc(SCC(=O)Nc3sc4c(c3C#N)CCC4)n2)cc1	3%	-6%	-25%	2	36%[activator]	-21%	3%	-7%	7%
CC(=O)Nc1ccc(C(=O)CSc2nnc3scc(-c4ccccc4)n23)cc1	4%	-7%	10%	-2	52%[activator]	-4%	4%	13%	-2%
O=C(O)COc1ccc(F)cc1Br	3%	-3%	36%[activator]	3	-3%	-20%	16%	17%	-9%
CCOc1cc(/C=C/c2cc(C(F)(F)F)[nH]c(=O)n2)ccc1O	-17%	4%	13%	-21	42%[activator]	-21%	-1%	-27%	-3%
CCc1ccc(C(=O)Nc2nnn(CC)n2)cc1	5%	-6%	38%	-4	-7%	-9%	0%	15%	-3%
CCN(CC(=O)Nc1ccc(NC(C)=O)cc1)C(=O)c1ccc(COc2ccccc2)o1	3%	-3%	25%	-2	3%	-16%	4%	25%	-3%
CC(C)C(NC(=O)OCc1ccccc1)C(=O)OCC(=O)NC1CC1 (centres undefined)	-5%	-10%	-10%	2	-5%	-15%	4%	23%[57.1 µM]	-10%
O=c1c2ccccc2oc2cc(-c3ccc4cc[nH]c4c3)ccc12	30%[57.1 µM]	6%	34%	-3	5%	-8%	0%	9%[57.1 µM]	-2%
O=C(Nc1cccc(S(=O)(=O)N2CCOCC2)c1)c1ccc2c(=O)n3c(nc2c1)CCCCC3	-11%	-6%	11%	-7	8%	-3%	3%	-10%[57.1 µM]	-9%
COc1ccc(-n2c(COc3ccc(Cl)cc3Cl)n[nH]c2=S)cc1	/	?	/	-4	/	-23%	6%	/	-1%
COC(=O)c1c(C(=O)OC)c2ccccn2c1C(=O)c1ccccc1	-2%	-12%	58%[activator]	1	-5%	-19%	-10%	10%	-5%
Cc1cnc(C(=O)OCC(=O)Nc2sc3c(c2C#N)CCC3)cn1	-11%	4%	13%	-2	3%	-11%	4%	-30%	-2%
CSc1ccc(CCNC(=O)c2cc3cc4cc(C)ccc4nc3s2)cc1	-4%[57.1 µM]	7%	14%[57 µM]	-1	-4%	-31%	24%	-1%[57.1 µM]	i
CC(C)(C)NC(=O)CSc1nc(O)cc(=O)n1-c1ccccc1	5%	-7%	22%	0	1%	3%	12%	5%	1%
O=C(O)CCNS(=O)(=O)c1ccc2c(c1)Cc1ccccc1-2	8%[57.1 µM]	17%	16%	1	0%	-10%	-1%	6%[57.1 µM]	5%
Cn1nnc2ccccc2c1=O	0%	12%	39%[activator]	1	18%	-10%	-6%	28%	-3%
CCOc1ccc(CCN2C(=O)C3C4C=CC(C4)C3C2=O)cc1OCC (centres undefined)	-5%	3%	24%	-4	5%	-1%	-7%	7%	-1%
O=C(CCSc1ccccc1)Nc1nnc(-c2ccccc2)o1	11%	-1%	78%[activator]	-1	24%	-16%	17%	18%	-4%
COc1ccc2c(c1)CCc1c(C(=O)N3CC4(C)CC3CC(C)(C)C4)noc1-2 (centres undefined)	3%	-1%	21%	-2	1%	?	5%	?	-2%
Cc1ccccc1C1C=C(c2ccc(Cl)cc2)Nc2nnnn21 (centres undefined)	10%[57.1 µM]	-1%	37%[activator]	-4	5%	?	19%	24%[57.1 µM]	9%
Cc1cc2n(n1)SC(Nc1ccc(F)c(Cl)c1)N2 (centres undefined)	3%[57.1 µM]	20%	-28%	-15	1%	-2%	3%	14µM*	i
Clc1ccc(-c2nnc(-c3ccccc3)c(-c3ccccc3)n2)cc1	8%[57.1 µM]	-3%	9%	1	0%	-5%	-1%	10%[57.1 µM]	i

These rows are one share of the data, so the mix of outcomes need not match the whole.
